# Screening data: PubChem, Broad Institute
# INS-1E ATP HTS = preserves ATP levels in cytokine-treated INS-1E cells. INS-1E cytokine-induced death, ATP luminescence, 48 h; normalised: neutral wells 0, positive control 100. protection from cytokine-induced ATP loss, % at 10 µM. actives 0.1% (n = 20,000). AID 488910;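 active means mean replicate protection from cytokine-induced ATP loss at least 50% and at least 75% of replicates each reaching 50%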
#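 Assay system: INS-1E rat insulinoma cells. Amount: 8000 cells per well. Medium: phenol-red-free RPMI with 5% fetal bovine serum. Reagent: IL-1β, TNF-α and IFN-γ cytokine mix. Doses: one compound concentration, pin transfer. Schedule: 48 h co-treatment, 10 min post-lysis read. Detection: CellTiter-Glo luminescence measuring cellular ATP.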
# T cruzi HTS = intracellular Trypanosoma cruzi inhibition. activity score (inhibition), % at 5.01 µM. actives 4.9% (n = 22,000). intracellular Trypanosoma cruzi in host cells, plate reader; in the data active means activity score above about 55%;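 further: parasites and compound incubated about four days before reading; 0% = median of neutral control wells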
# * marks the source's active call; other numbers are inactive results; . = not tested or not shown. A portion of the library; the hit share may differ from the screen's.
SMILES,INS-1E ATP HTS,T cruzi HTS
COc1ccc(S(=O)(=O)Nc2cccc3c2O[C@@H](CN(C)S(=O)(=O)c2ccc(OC)cc2)[C@@H](C)CN([C@@H](C)CO)C3=O)cc1,7,16
C[C@@H]1CN([C@H](C)CO)C(=O)Cc2cc(NC(=O)CCCCCC(=O)Nc3ccccc3N)ccc2O[C@@H]1CN(C)C,-11,-42
C[C@@H]1CN([C@@H](C)CO)C(=O)c2cc(NC(=O)Cn3cnnn3)ccc2O[C@@H]1CN(C)Cc1ccncc1,.,-20
COc1ccc(NC(=O)Nc2ccc3c(c2)CC(=O)N([C@@H](C)CO)C[C@H](C)[C@@H](CN(C)Cc2ccc(C(=O)O)cc2)O3)cc1,7,-28
C[C@@H]1CCCCO[C@@H](CN(C)C(=O)C2CCCCC2)[C@@H](C)CN([C@H](C)CO)C(=O)c2cc(NS(=O)(=O)c3ccc(Cl)cc3)ccc2O1,15,25
COc1ccc(NC(=O)Nc2cccc3c2O[C@H](CN(C)Cc2ccc(-c4ccccc4)cc2)[C@H](C)CN([C@@H](C)CO)C3=O)cc1,-44,27
C[C@H]1CN([C@@H](C)CO)C(=O)Cc2cc(NC(=O)c3ccncc3)ccc2O[C@H]1CN(C)C(=O)Nc1ccc(F)cc1,8,-16
C[C@@H]1CN([C@H](C)CO)C(=O)c2cccc(NS(=O)(=O)c3cccs3)c2O[C@H]1CN(C)C(=O)Nc1ccccc1,9,-16
CC(C)NC(=O)Nc1ccc2c(c1)C(=O)N([C@H](C)CO)C[C@H](C)[C@H](CN(C)C(=O)Nc1ccccc1)OCCCC[C@@H](C)O2,3,-11
Cc1ccc(S(=O)(=O)Nc2ccc3c(c2)CC(=O)N([C@H](C)CO)C[C@H](C)[C@H](CN(C)Cc2ccc(C(=O)O)cc2)O3)cc1,11,-21
C[C@H]1CN([C@@H](C)CO)C(=O)c2cccc(NC(=O)c3ccncc3)c2O[C@H]1CN(C)S(C)(=O)=O,0,-30
C[C@@H]1CN([C@@H](C)CO)C(=O)Cc2cc(NC(=O)Cc3cn(C)c4ccccc34)ccc2O[C@@H]1CN(C)C(=O)Nc1ccc(C(F)(F)F)cc1,-12,-20
C[C@H](CO)N1C[C@H](C)[C@@H](CN(C)C(=O)Nc2cccc3ccccc23)Oc2c(NS(=O)(=O)c3ccc(F)cc3)cccc2C1=O,1,-4
CC(C)(C)OC(=O)Nc1cccc(/C=N/NC(=O)c2cccc(C(=O)NO)c2)c1,-6,-1
COc1ccc(S(=O)(=O)Nc2ccc3c(c2)CC(=O)N([C@@H](C)CO)C[C@H](C)[C@@H](CN(C)Cc2ccncc2)O3)cc1,5,-2
C[C@@H]1CN([C@H](C)CO)C(=O)CCCn2nncc2CO[C@@H]1CN(C)Cc1cccc(C(F)(F)F)c1,.,4
C[C@H]1CN([C@@H](C)CO)C(=O)c2cc(NS(=O)(=O)c3ccc(F)cc3)ccc2O[C@@H]1CN(C)S(=O)(=O)c1ccccc1,0,1
C[C@H](CO)N1C[C@H](C)[C@H](CN(C)C(=O)Nc2ccc(F)cc2)Oc2ccc(NC(=O)c3ccncc3)cc2C1=O,5,-22
C[C@H]1CN([C@@H](C)CO)C(=O)c2cc(NC(=O)C3CC3)ccc2O[C@H]1CN(C)CC1CCCCC1,-7,-9
C[C@@H]1CN([C@H](C)CO)C(=O)c2cc(NS(=O)(=O)c3ccc(Cl)cc3)ccc2O[C@@H]1CN(C)C(=O)Nc1ccc(C(F)(F)F)cc1,-16,10
CNC[C@H]1Oc2c(NC(=O)c3cnccn3)cccc2C(=O)N([C@H](C)CO)C[C@H]1C,9,-23
C[C@H](CO)N1C[C@H](C)[C@H](CN(C)CC2CCCCC2)Oc2c(NC(=O)c3ccc(-c4nccs4)cc3)cccc2C1=O,-13,-12
C[C@H](CO)N1C[C@H](C)[C@@H](CN(C)C(=O)Nc2ccc(N3CCCCC3)cc2)OCc2cnnn2CCCC1=O,.,-4
C[C@@H]1CCCCO[C@H](CN(C)S(=O)(=O)c2ccc(Cl)cc2)[C@@H](C)CN([C@H](C)CO)C(=O)c2cc(NC(=O)Cc3ccccc3)ccc2O1,-6,14
C[C@@H]1CN([C@H](C)CO)C(=O)c2cccc(NC(=O)c3nc4ccccc4s3)c2O[C@H]1CN(C)Cc1ccc(C(=O)O)cc1,6,-20
O=C(CCCCCCC(=O)Nc1ccccc1O)N/N=C/c1ccoc1,4,-3
C[C@@H]1CN([C@H](C)CO)C(=O)c2cccc(NC(=O)C3CCCCC3)c2O[C@@H]1CN(C)C(=O)Nc1ccc(C(F)(F)F)cc1,-8,-60
COc1ccc(S(=O)(=O)N(C)C[C@@H]2Oc3c(NC(=O)c4cc(C)nn4C)cccc3C(=O)N([C@@H](C)CO)C[C@H]2C)cc1,25,28
CC(C)NC(=O)Nc1ccc2c(c1)C(=O)N([C@H](C)CO)C[C@H](C)[C@@H](CN(C)C(=O)c1ccccc1)OCCCC[C@@H](C)O2,1,-7
C[C@H](CO)N1C[C@H](C)[C@H](CN(C)S(=O)(=O)c2ccc(F)cc2)Oc2ccc(NC(=O)Nc3ccc(C(F)(F)F)cc3)cc2C1=O,.,14
C[C@@H]1CN([C@H](C)CO)C(=O)Cc2cc(NC(=O)Nc3ccc(F)cc3)ccc2O[C@H]1CN(C)Cc1ccncc1,5,-20
C[C@H](CO)N1C[C@H](C)[C@@H](CN(C)S(=O)(=O)c2cccs2)Oc2ccc(NC(=O)Nc3ccc(F)cc3)cc2C1=O,0,-6
C[C@@H]1CN([C@H](C)CO)C(=O)c2cc(NC(=O)Cc3ccccc3)ccc2O[C@H]1CN(C)C,6,0
COc1ccc(CN(C)C[C@@H]2Oc3ccc(NC(=O)Nc4ccccc4)cc3CC(=O)N([C@@H](C)CO)C[C@@H]2C)cc1,-2,11
COc1ccc(NC(=O)Nc2cccc3c2O[C@H](CN(C)Cc2ccc(-c4ccccc4)cc2)[C@@H](C)CN([C@@H](C)CO)C3=O)cc1,-6,-26
COc1ccc(S(=O)(=O)Nc2ccc3c(c2)CC(=O)N([C@@H](C)CO)C[C@H](C)[C@H](CN(C)S(=O)(=O)c2ccc(C)cc2)O3)cc1,0,-7
C[C@H](CO)N1C[C@H](C)[C@@H](CN(C)C(=O)Nc2ccc(F)cc2)Oc2c(NC(=O)Nc3cccc4ccccc34)cccc2C1=O,-2,30
C[C@@H]1CN([C@H](C)CO)C(=O)c2cc(NC(=O)Cc3cn(C)c4ccccc34)ccc2O[C@@H]1CN(C)Cc1ccc(C(F)(F)F)cc1,4,10
Cc1ccc(S(=O)(=O)Nc2ccc3c(c2)C(=O)N([C@H](C)CO)C[C@H](C)[C@H](CN(C)C(=O)Nc2ccc(F)cc2)OCCCC[C@@H](C)O3)cc1,-3,-9
C[C@@H]1CN([C@@H](C)CO)C(=O)c2cc(NC(=O)NC3CCCCC3)ccc2O[C@H]1CN(C)Cc1ccc(Cl)c(Cl)c1,-14,49
C[C@@H]1CN([C@H](C)CO)C(=O)c2cccc(NC(=O)CCCCCC(=O)Nc3ccccc3N)c2O[C@@H]1CN(C)Cc1ccc(Oc2ccccc2)cc1,17,15
O=C(CCCCCCC(=O)Nc1ccccc1O)N/N=C/c1ccc(I)cc1,12,-9
C[C@H]1CN([C@@H](C)CO)C(=O)c2cc(N(C)C)ccc2O[C@H]1CN(C)C(=O)NC1CCCCC1,.,-8
COc1ccc(S(=O)(=O)Nc2cccc3c2O[C@H](CN(C)S(=O)(=O)c2cn(C)cn2)[C@H](C)CN([C@H](C)CO)C3=O)cc1,8,-6
C[C@@H]1CN([C@H](C)CO)C(=O)CCCn2cc(nn2)CO[C@@H]1CN(C)S(=O)(=O)c1ccccc1F,.,-3
C[C@H]1CN([C@@H](C)CO)C(=O)Cc2cc(NC(=O)Nc3ccc(F)cc3)ccc2O[C@H]1CN(C)S(C)(=O)=O,8,-19
C[C@H]1CN([C@@H](C)CO)C(=O)c2cccc(NS(=O)(=O)c3cccs3)c2O[C@@H]1CN(C)C(=O)NC1CCCCC1,-1,44
Cc1cc(C(=O)Nc2cccc3c2O[C@@H](CN(C)C(=O)Nc2cccc4ccccc24)[C@H](C)CN([C@H](C)CO)C3=O)n(C)n1,4,-2
C[C@H]1CN([C@@H](C)CO)C(=O)c2cccc(NC(=O)Nc3ccc(C(F)(F)F)cc3)c2O[C@H]1CN(C)S(=O)(=O)c1ccc(F)cc1,-13,-9
Cc1ccc(S(=O)(=O)Nc2cccc3c2O[C@H](CN(C)C(=O)Nc2ccc(C(F)(F)F)cc2)[C@@H](C)CN([C@@H](C)CO)C3=O)cc1,-4,-14
Cc1noc(C)c1S(=O)(=O)Nc1ccc2c(c1)CC(=O)N([C@@H](C)CO)C[C@H](C)[C@@H](CN(C)C(=O)Nc1ccc(C(F)(F)F)cc1)O2,-2,11
C[C@H]1CN([C@@H](C)CO)C(=O)c2cccc(NS(=O)(=O)c3ccc(F)cc3)c2O[C@H]1CN(C)S(=O)(=O)c1cccs1,3,7
Cc1noc(C)c1NC(=O)N(C)C[C@H]1OCCCC[C@@H](C)Oc2ccc(NS(=O)(=O)c3ccc(F)cc3)cc2C(=O)N([C@H](C)CO)C[C@@H]1C,11,-4
CC(C)NC(=O)N(C)C[C@H]1Oc2ccc(NC(=O)Nc3ccc(C(F)(F)F)cc3)cc2CC(=O)N([C@@H](C)CO)C[C@H]1C,9,-20
C[C@@H]1CN([C@H](C)CO)C(=O)c2cc(NC(=O)C3CC3)ccc2O[C@H]1CN(C)Cc1ccc(C(F)(F)F)cc1,5,-31
COc1ccc(S(=O)(=O)N(C)C[C@@H]2Oc3c(NS(=O)(=O)c4cn(C)cn4)cccc3C(=O)N([C@@H](C)CO)C[C@H]2C)cc1,5,-15
Cc1ccc(S(=O)(=O)Nc2cccc3c2O[C@H](CN(C)S(=O)(=O)c2c(C)noc2C)[C@@H](C)CN([C@H](C)CO)C3=O)cc1,1,-4
CNC[C@H]1Oc2ccc(NC(=O)Nc3c(C)noc3C)cc2CC(=O)N([C@@H](C)CO)C[C@H]1C,-1,-10
C[C@@H]1CCCCO[C@H](CN(C)C(=O)c2ccncc2)[C@@H](C)CN([C@H](C)CO)C(=O)c2cc(NS(=O)(=O)c3cccs3)ccc2O1,-15,-6
COc1ccc(NC(=O)N(C)C[C@H]2Oc3c(NS(=O)(=O)c4cn(C)cn4)cccc3C(=O)N([C@@H](C)CO)C[C@@H]2C)cc1,8,-15
# Remaining list, next part.
SMILES,INS-1E ATP HTS,T cruzi HTS
C[C@H](CO)N1C[C@H](C)[C@H](CN(C)C(=O)Nc2ccccc2)Oc2c(NC(=O)C3CCOCC3)cccc2C1=O,12,-3
C[C@H](CO)N1C[C@H](C)[C@@H](CN(C)C(=O)NC2CCCC2)OCc2cn(nn2)CCCC1=O,.,-1
C[C@@H]1CN([C@H](C)CO)C(=O)Cc2cc(NC(=O)Cc3ccccc3)ccc2O[C@H]1CN(C)S(C)(=O)=O,1,-9
Cc1noc(C)c1S(=O)(=O)Nc1ccc2c(c1)C(=O)N([C@@H](C)CO)C[C@@H](C)[C@H](CN(C)CC1CCCCC1)O2,8,12
C[C@H]1CN([C@@H](C)CO)C(=O)c2cc(NC(=O)NC3CCCCC3)ccc2O[C@@H]1CN(C)S(=O)(=O)c1ccc(Cl)cc1,-1,-5
C[C@@H]1CCCCO[C@H](CN(C)S(=O)(=O)c2cn(C)cn2)[C@@H](C)CN([C@H](C)CO)C(=O)c2cc(NC(=O)Nc3ccc4c(c3)OCO4)ccc2O1,8,-19
C[C@@H]1CN([C@@H](C)CO)C(=O)c2cccc(NC(=O)Nc3ccccc3)c2O[C@H]1CN(C)Cc1ccc(C(=O)Nc2ccccc2N)cc1,8,49
C[C@@H]1CN([C@H](C)CO)C(=O)c2cc(NC(=O)Nc3ccccc3)ccc2O[C@H]1CN(C)C(=O)Nc1ccc(C(F)(F)F)cc1,-13,-18
COc1ccc(CN(C)C[C@@H]2OCCCC[C@@H](C)Oc3ccc(NC(=O)CCCCCC(=O)Nc4ccccc4N)cc3C(=O)N([C@H](C)CO)C[C@@H]2C)cc1,9,-19
C[C@@H]1CN([C@H](C)CO)C(=O)Cc2cc(NC(=O)Nc3ccc4c(c3)OCO4)ccc2O[C@H]1CN(C)S(=O)(=O)c1ccccc1,0,-10

# As a working copy, nine of the compounds above.
SMILES,INS-1E ATP HTS,T cruzi HTS
C[C@@H]1CCCCO[C@H](CN(C)C(=O)c2ccncc2)[C@@H](C)CN([C@H](C)CO)C(=O)c2cc(NS(=O)(=O)c3cccs3)ccc2O1,-15,-6
COc1ccc(NC(=O)N(C)C[C@H]2Oc3c(NS(=O)(=O)c4cn(C)cn4)cccc3C(=O)N([C@@H](C)CO)C[C@@H]2C)cc1,8,-15
C[C@H](CO)N1C[C@H](C)[C@H](CN(C)C(=O)Nc2ccccc2)Oc2c(NC(=O)C3CCOCC3)cccc2C1=O,12,-3
C[C@H](CO)N1C[C@H](C)[C@@H](CN(C)C(=O)NC2CCCC2)OCc2cn(nn2)CCCC1=O,.,-1
C[C@@H]1CN([C@H](C)CO)C(=O)Cc2cc(NC(=O)Cc3ccccc3)ccc2O[C@H]1CN(C)S(C)(=O)=O,1,-9
Cc1noc(C)c1S(=O)(=O)Nc1ccc2c(c1)C(=O)N([C@@H](C)CO)C[C@@H](C)[C@H](CN(C)CC1CCCCC1)O2,8,12
C[C@H]1CN([C@@H](C)CO)C(=O)c2cc(NC(=O)NC3CCCCC3)ccc2O[C@@H]1CN(C)S(=O)(=O)c1ccc(Cl)cc1,-1,-5
C[C@@H]1CCCCO[C@H](CN(C)S(=O)(=O)c2cn(C)cn2)[C@@H](C)CN([C@H](C)CO)C(=O)c2cc(NC(=O)Nc3ccc4c(c3)OCO4)ccc2O1,8,-19
C[C@@H]1CN([C@@H](C)CO)C(=O)c2cccc(NC(=O)Nc3ccccc3)c2O[C@H]1CN(C)Cc1ccc(C(=O)Nc2ccccc2N)cc1,8,49
